PHOSPHO1 inh: inhibitors of human PHOSPHO1 phosphatase; AID 1565; inhibition, % at 13.3 µM; recombinant PHOSPHO1, absorbance phosphatase assay; 290,000 compounds, 1.1% hits; Q8TCT1; in the data active = inhibition above about 60%
Target sequence (Q8TCT1 whole entry, looked up): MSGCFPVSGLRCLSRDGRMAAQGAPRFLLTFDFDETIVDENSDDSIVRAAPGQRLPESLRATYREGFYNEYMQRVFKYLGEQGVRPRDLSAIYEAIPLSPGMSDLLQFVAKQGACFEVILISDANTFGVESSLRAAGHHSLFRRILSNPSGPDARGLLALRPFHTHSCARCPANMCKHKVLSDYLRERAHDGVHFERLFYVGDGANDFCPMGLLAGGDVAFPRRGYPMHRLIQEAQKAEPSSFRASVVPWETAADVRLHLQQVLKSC
SUMO HTRF inh: SUMOylation inhibition; P63279; HTRF SUMOylation assay, SAE1/SAE2 + UBC9, in vitro; inhibition, % at 35 µM; 290,000 compounds, 0.36% hits; AID 2006; in the data active = inhibition above about 50%, passing the limit was not always enough; inconclusive = no clear call, values can overlap the other calls; note: strong numbers were not always called active
Target sequence (P63279 whole entry, looked up): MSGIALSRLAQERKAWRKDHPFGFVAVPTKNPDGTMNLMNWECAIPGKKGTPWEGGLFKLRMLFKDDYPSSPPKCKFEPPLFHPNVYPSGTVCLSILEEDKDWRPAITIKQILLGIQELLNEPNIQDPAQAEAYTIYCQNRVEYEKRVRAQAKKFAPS
FID counter: fluorescent intercalator displacement, NS3 helicase counter-screen. inhibition, % at 7.9 µM. 290,000 compounds, 0.17% hits. DNA fluorescent intercalator displacement, fluorescence; in the data active = inhibition above about 37%;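 note: 0% = vehicle and 100% = reference compound; higher means more ethidium bromide displaced from hairpin DNA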
VIM-2 inh: blocks Pseudomonas aeruginosa VIM-2 metallo-beta-lactamase; purified VIM-2, nitrocefin hydrolysis, epi-absorbance fluorescence; inhibition, % at 5.6 µM; 290,000 compounds, 0.89% hits; AID 1527;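 active = inhibition above the mean of all tested compounds plus 3 SD, cutoff set per screening run, cut at about 7.5% in these data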;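 note: red hydrolysis product quenches plate fluorescence so inhibitors raise well fluorescence; 0% = enzyme with DMSO and 100% = DMSO without enzyme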
p-CIP stab down: compounds decreasing mouse p/CIP protein stability. Q05BA5. F442A p/CIP-EGFP cells, EGFP fluorescence, 16 h. decrease of EGFP signal, % at 10 µM. 290,000 compounds, 0.01% hits;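 active = EGFP signal decrease of at least 30% at 10 µM or well 3 SD below plate mean, unless failing retest; inactive = the rest, including hits failing retest or dose response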; note: some compounds called inactive have numbers as strong as hits; many of its hits are not listed in these tables
HCV NS3 hel inh: HCV NS3 helicase inhibition | inhibition, % at 10.9 µM | 290,000 compounds, 0.56% hits | NS3 helicase DNA unwinding, Cy5 molecular beacon fluorescence;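 active = inhibition above the mean of all tested compounds plus 3 SD, set per campaign, cut at about 35% in these data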;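 note: 0% = DMSO wells and 100% = thioflavine S control wells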
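Measured by: Cy5 fluorescence, 0 and 60 min reads / Assay system: NS3 helicase fragment of HCV / Control set: low DMSO, high thioflavine S at 110 µM / Times: 1 h reaction at 25 °C, ATP-initiated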
IDE act: boosts human insulin-degrading enzyme activity in HEK cells; activation, % at 5.96 µM; 340,000 compounds, 0.073% hits; FAbeta-B cleavage, fluorescence polarization; 0% vehicle, 100% cell-free pure enzyme wells; P14735; AID 493087;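 active = activation above the mean of all tested compounds plus 3 SD, set per screening campaign, cut at about 17% in these data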
IMP-1 inh: inhibitors of Pseudomonas aeruginosa IMP-1 metallo-beta-lactamase; purified IMP-1, nitrocefin hydrolysis, epi-absorbance fluorescence; 290,000 compounds, 0.45% hits; AID 1556; inhibition, % at 5.6 µM;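 active = inhibition above the mean plus 3 SD of all compounds in the same screening run, cut at about 4.5% in these data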;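 note: 0% = IMP-1 with DMSO and 100% = DMSO wells lacking enzyme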
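Test system: recombinant IMP-1 enzyme, purified / Medium: HEPES buffer pH 7.1 with ZnSO4 and Brij 35 / Doses: single dose, 5.6 µM / Times: 25 °C, 15 min preincubation, 25 min reaction / Detection: Epi-absorbance via hydrolysed-nitrocefin quenching of white-plate fluorescence, 480/530 nm, EDTA stop / Evaluation: percent inhibition from optical density relative to buffer-blank wells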
MEKK3 PB1 HTS: modulators (inhibitors or enhancers) of MEK5 binding to human MEKK3 PB1 domain; Q99759; bead-based flow cytometry, Alexa488-MEK5 binding to MEKK3; actives lie on both sides; 0 = blocked by unlabeled MEK5, 100 = vehicle; binding response (% of control), % at 10 µM; 290,000 compounds, 1.4% hits; AID 1529;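 active = binding response more than 3 SD above or below the average of its plate-row segment, actives on both sides; inconclusive = wells at one plate position flagged as instrument error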;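 note: Alexa488 bead fluorescence after subtracting the streptavidin-only scavenger bead signal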
Target sequence (Q99759 whole entry, looked up, the tested form may be a part): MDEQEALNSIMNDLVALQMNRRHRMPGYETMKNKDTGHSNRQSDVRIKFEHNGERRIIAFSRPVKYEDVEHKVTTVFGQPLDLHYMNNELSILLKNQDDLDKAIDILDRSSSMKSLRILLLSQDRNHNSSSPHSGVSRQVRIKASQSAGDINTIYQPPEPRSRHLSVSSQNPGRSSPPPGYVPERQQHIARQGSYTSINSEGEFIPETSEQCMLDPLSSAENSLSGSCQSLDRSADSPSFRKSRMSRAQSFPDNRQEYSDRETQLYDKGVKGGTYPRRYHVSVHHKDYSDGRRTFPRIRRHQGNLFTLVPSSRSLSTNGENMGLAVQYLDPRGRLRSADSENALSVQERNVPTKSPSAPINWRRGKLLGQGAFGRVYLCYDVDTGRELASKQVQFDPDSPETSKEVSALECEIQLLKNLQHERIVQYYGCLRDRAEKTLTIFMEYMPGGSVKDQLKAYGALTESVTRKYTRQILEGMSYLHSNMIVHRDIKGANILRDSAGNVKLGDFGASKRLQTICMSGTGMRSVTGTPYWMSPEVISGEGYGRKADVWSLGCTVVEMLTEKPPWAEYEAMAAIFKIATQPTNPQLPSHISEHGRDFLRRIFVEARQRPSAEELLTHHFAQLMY
Numbers without * were called inactive; ? = inconclusive; nt = no result given.

SMILES | PHOSPHO1 inh | SUMO HTRF inh | FID counter | VIM-2 inh | p-CIP stab down | HCV NS3 hel inh | IDE act | IMP-1 inh | MEKK3 PB1 HTS
COc1ccc(C(C(=O)NC2CCCC2)N(Cc2ccco2)C(=O)c2snc(C(N)=O)c2N)cc1OC (stereo not given) | 49.4 | 1.0 | -32.2 | -1.0 | -12.6 | -5.4 | 2.8 | -1.5 | 103.0
COc1cccc(CNS(=O)(=O)c2cccc(S(=O)(=O)N3CCOCC3)c2)c1 | 25.7 | 12.8 | -7.0 | -1.8 | 3.2 | -3.6 | 7.4 | -1.3 | 101.0
O=C(N[C@@H](Cc1ccccc1)C(=O)O)c1c(F)c(F)c(F)c(F)c1F | 38.8 | 2.6 | -0.2 | -3.2 | 1.6 | -2.0 | -1.2 | -2.7 | 105.0
COC(=O)c1cc(OC)c(OC)cc1NC(=S)N1CCOCC1 | 36.0 | 19.8 | -6.0 | -1.8 | -1.7 | -1.7 | -1.2 | -3.1 | 103.0
COCCn1cnc2cc(C)c(C)cc21 | 22.8 | -13.0 | -2.2 | -1.0 | -1.2 | 1.1 | 4.5 | -2.2 | nt
Cc1ccc(-c2nnc(NCc3nc4ccccc4[nH]3)c3ccccc23)cc1S(=O)(=O)N1CCOCC1 | 6.6 | -53.3 | -12.2 | -5.1 | -0.9 | -42.5 | 5.2 | -5.0 | 110.0
Cc1cc(OCCn2cnc3ccccc3c2=O)ccc1[N+](=O)[O-] | 8.7 | 11.3 | 0.1 | -0.8 | -12.6 | -2.4 | 0.4 | 0.2 | 94.0
CC(C)[C@H](NC(=O)c1cc2cc(Cl)ccc2n1C)C(=O)N[C@@H](C(=O)O)c1ccccc1 | 6.2 | -6.2 | -15.7 | -1.9 | 7.5 | 3.9 | 1.6 | -1.3 | 97.0
COC(=O)c1ccc(NC(=O)Cn2nc(-c3ccncc3)nc2SCC(=O)Nc2nccs2)cc1 | 35.8 | 3.7 | 2.9 | -1.9 | -0.9 | -7.2 | -3.6 | -2.6 | 103.0
Fc1ccc(CNc2nc(-c3ccco3)cc(C(F)(F)F)n2)cc1 | 15.0 | 20.5 | -5.8 | -3.0 | -15.1 | 30.8 | 4.2 | 0.3 | 110.0
CCOC(=O)C1CCN(c2ccc([N+](=O)[O-])cc2)CC1 | 49.9 | 9.0 | -4.2 | -3.4 | -16.7 | -4.2 | 3.0 | -4.7 | 104.0
CCOC(=O)c1ccc(N2C(=O)C(O)=C(C(C)=O)C2c2ccccc2)cc1 (stereo not given) | 17.5 | 21.8 | -28.6 | 0.6 | -3.0 | 4.1 | 5.8 | -2.2 | 114.0
Fc1cccc(CSc2ccc3nnc(-c4cccnc4)n3n2)c1 | 32.4 | 2.6 | -31.9 | 4.1 | -5.1 | -1.5 | -15.6 | -3.9 | 98.0
Cc1ccc(C(=O)c2ccccc2C(=O)OCC(=O)NC(=O)NC(C)(C)C)cc1 | 8.2 | -2.4 | -24.2 | -3.1 | 2.8 | -7.1 | 0.4 | -2.1 | 103.0
CCOC(=O)C1=C(C)N(C)C(C)=C(C(=O)OCC)C1c1ccsc1 | -4.1 | -8.3 | -27.4 | -2.8 | 6.5 | -2.8 | 0.9 | -2.9 | 103.0
O=C1CCN(Cc2ccc([N+](=O)[O-])cc2)CCN1CCO | -52.4 | 8.1 | -8.2 | -2.3 | 4.2 | 0.2 | 6.6 | -1.6 | 100.0
C=CCN=C(CC)C1=C(O)CCCC1=O | 5.7 | 1.2 | 3.8 | -1.7 | -14.7 | 1.4 | 3.3 | -2.6 | 107.0
CCOC(=O)c1sc(=NC(=O)C2CC2)n(C)c1C | 31.7 | 14.4 | -4.9 | -1.1 | -4.9 | -8.2 | 3.8 | -3.5 | 99.0
O=C(CN(C(=O)c1csnn1)c1cccc(F)c1)NCc1ccc2c(c1)OCO2 | 31.0 | -5.8 | 1.9 | -3.2 | -17.9 | 5.0 | 2.5 | -2.4 | 98.0
COCCn1c(=S)[nH]c2cc(C(=O)NCCCN3CCOCC3)ccc2c1=O | 40.3 | -15.3 | 5.6 | -1.3 | -4.9 | 4.5 | -2.1 | -4.6 | 105.0
CC(=O)c1ccc2noc(-c3ccccc3)c2c1 | 1.2 | 24.1 | -26.4 | -1.0 | -12.4 | 12.0 | -0.6 | -2.1 | 107.0
Cc1ccc2occ(/C=N/NC(=O)c3ccccc3O)c(=O)c2c1 | 9.4 | 14.1 | -6.7 | -3.3 | -6.8 | -4.7 | 11.6 | -0.3 | 103.0
COc1ccc(CN(C(=O)c2cc3ccccc3oc2=O)C2CCS(=O)(=O)C2)cc1OC (stereo not given) | 55.3 | -4.9 | -17.4 | 0.1 | 2.7 | 28.2 | 4.5 | 0.1 | 97.0
O=[N+]([O-])c1ccccc1N/N=C/c1cc2ccccc2nc1Cl | -1.3 | -11.7 | 0.7 | -2.0 | 0.7 | 0.0 | 2.8 | -2.0 | 104.0
COc1cccc(N2CCN(Cc3nc4ccccc4c(=O)[nH]3)CC2)c1 | 1.2 | -15.7 | -10.5 | 0.1 | -1.0 | -5.0 | 0.3 | -0.6 | 97.0
Further structures
SMILES | PHOSPHO1 inh | SUMO HTRF inh | FID counter | VIM-2 inh | p-CIP stab down | HCV NS3 hel inh | IDE act | IMP-1 inh | MEKK3 PB1 HTS
COC(=O)CCNS(=O)(=O)c1ccc2ccccc2c1 | -0.3 | 24.7 | -3.8 | -2.6 | -2.6 | -8.4 | 3.3 | 0.0 | 99.0
COc1ccc2[nH]cc(CCNC(=O)C3CC(=O)N(c4ccc(Cl)cc4)C3)c2c1 (stereo not given) | 2.2 | 13.4 | -19.8 | -3.1 | 1.6 | -2.6 | 2.4 | -0.1 | 97.0
CCC(C)NC(=O)C1CCC(=O)N1CCc1ccccc1 (stereo not given) | nt | 14.9 | -4.9 | -1.2 | -7.7 | 4.6 | 1.9 | -2.6 | 103.0
Cc1ccc(F)c(NC=C2C(=O)OC(C)(C)OC2=O)c1 | 14.4 | 2.9 | 1.7 | 0.6 | -14.8 | -2.2 | -0.8 | -1.6 | 106.0
CCOc1cc(C(C(=O)NCC2CCCO2)N(C(=O)Cn2nnc3ccccc32)c2ccccc2OC)ccc1O (stereo not given) | 39.1 | -7.6 | -37.7 | 1.5 | -8.2 | 8.9 | 2.3 | 0.6 | 100.0
COc1cc(/C=C2/C(=O)N=C(N)N2C)cc(OC)c1OC | -11.5 | 17.4 | -2.8 | -2.3 | -11.1 | 0.7 | -1.4 | -2.0 | ?
O=c1ccccn1Cc1c(F)cccc1Cl | 9.4 | 19.0 | -2.1 | -3.4 | -6.1 | 2.9 | 2.0 | -1.4 | 98.0
O=C(NC(=S)NCCc1ccccc1)C1CCCCC1 | -5.7 | -10.2 | -6.3 | 1.4 | -22.5 | 7.0 | 6.7 | -3.7 | 104.0
Cc1ccnc(N2C(=O)CSC2c2ccc(Cl)cc2)c1 (stereo not given) | 8.2 | 12.3 | -2.5 | -2.4 | -5.9 | -5.6 | -2.8 | -1.9 | 92.0
O=C(/C=C/c1ccc(S(=O)(=O)N2CCOCC2)cc1)NC(=S)NCCCn1ccnc1 | 20.1 | 11.7 | 0.7 | 1.7 | 14.8 | 1.7 | 0.7 | 1.6 | 106.0
CCc1ccccc1NC(=O)N[C@H](C(=O)O)C(C)CC (stereo not given in full) | -7.1 | 12.9 | 1.3 | -2.4 | -5.4 | -0.4 | -1.8 | -1.4 | 98.0
CCOC(=O)N1CCC(Nc2c(Nc3ccc(C)c(C)c3)c(=O)c2=O)CC1 | -8.6 | 1.9 | -8.3 | 2.0 | -12.7 | 3.5 | 6.3 | -1.0 | 104.0
COc1ccc(N2C(=O)/C(=C\c3ccco3)N=C2SCC(=O)NC(C)(C)C)cc1Cl | -0.8 | 4.3 | -11.0 | -2.8 | -3.0 | 6.8 | -2.5 | 0.3 | 106.0
CCOC(=O)c1cc(-c2ccc(F)cc2)n(CC(=O)Nc2nccs2)c1C | nt | nt | -17.5 | -0.9 | nt | -16.9 | 6.6 | -2.1 | 106.0
CCN(CC)C(=O)CN1CCN(Cc2ccc3c(c2)OCO3)CC1 | 28.3 | 17.4 | 5.8 | 0.6 | 1.4 | 2.2 | -1.5 | 2.3 | 101.0
O=C1C=C(O)C(n2cncn2)C(c2ccc(F)cc2)C1 (stereo not given) | -4.2 | 15.8 | -43.7 | -1.4 | -2.7 | 5.6 | -4.8 | -4.0 | 94.0
CC(=O)c1ccc(NC(=O)c2c(C)nn(-c3ccccc3)c2Cl)cc1 | 40.7 | 27.4 | -22.9 | -2.7 | -36.6 | 3.8 | -3.4 | -2.2 | 101.0
COc1ccc(S(=O)(=O)N(C)CC(=O)N2CCN(C)CC2)cc1Cl | 31.3 | 8.8 | -1.9 | -3.6 | -2.0 | -1.4 | 5.8 | -2.8 | 102.0
COC(=O)c1ccccc1NC(=O)C1CCCN(S(=O)(=O)c2ccc(OC)cc2)C1 (stereo not given) | -17.3 | -14.4 | -25.7 | -2.8 | 0.5 | -8.1 | -1.9 | -4.4 | 111.0
O=C(CCN1CCN(c2ccccc2)CC1)N/N=C/c1ccc(O)c(O)c1O | -5.2 | 76.4* | -15.6 | -2.6 | -8.3 | 18.2 | 6.8 | -0.2 | 102.0
COc1cc(CN2CCCCCC2)cc(Br)c1O | 35.6 | 3.2 | 0.3 | -2.2 | -9.1 | -9.3 | 1.7 | -0.4 | 97.0
CC(=O)Nc1ccc(S(=O)(=O)NNc2cccc(C)c2)cc1 | 50.8 | -7.8 | -0.3 | -0.6 | 1.7 | -6.8 | -5.8 | -5.5 | 103.0
O=C(N/N=C/c1ccc[nH]1)c1ccc([N+](=O)[O-])cc1 | -12.5 | -6.7 | -0.3 | -5.6 | 7.8 | 9.7 | 4.9 | -3.9 | 108.0
CCOc1ccc(N(CC(=O)NCCOc2ccc(C)cc2)S(=O)(=O)c2ccccc2)cc1 | 27.6 | -8.0 | -35.5 | -1.8 | -5.7 | -16.0 | 6.4 | -1.1 | 101.0
O=C(c1ccc(S(=O)(=O)N2CCOCC2)cc1)N1CCc2ccccc21 | 0.0 | -18.5 | -20.4 | -3.2 | 1.1 | 12.4 | 5.5 | -6.2 | 104.0
O=c1cccccc1NN=C1CCCCCC1 | 11.6 | 13.8 | -8.2 | -2.1 | 10.5 | 2.0 | 2.2 | -3.9 | 104.0
CC1CCCCN1C(=O)c1cc(S(=O)(=O)N2CCCCC2)c[nH]1 (stereo not given) | 9.9 | 4.6 | -27.2 | 1.4 | 0.3 | 8.8 | -0.6 | 0.8 | 102.0

Screens from PubChem BioAssay.

Not all compounds are listed. The share of hits here may be higher or lower than overall.
